Compound activity from PubChem BioAssay.
FEN1 inh: human FEN1 inhibition | P39748 | Recombinant FEN1 flap cleavage, fluorescence, 15 min | Potency, µM (doses to about 114 µM), without a hit: top-dose activity change, negative = inhibition, usual class: inhibitors | actives 0.35% (n = 390,000) | AID 588795; further: nearly all actives have a fitted effect of over 65% in size
Target sequence (P39748 whole entry, looked up): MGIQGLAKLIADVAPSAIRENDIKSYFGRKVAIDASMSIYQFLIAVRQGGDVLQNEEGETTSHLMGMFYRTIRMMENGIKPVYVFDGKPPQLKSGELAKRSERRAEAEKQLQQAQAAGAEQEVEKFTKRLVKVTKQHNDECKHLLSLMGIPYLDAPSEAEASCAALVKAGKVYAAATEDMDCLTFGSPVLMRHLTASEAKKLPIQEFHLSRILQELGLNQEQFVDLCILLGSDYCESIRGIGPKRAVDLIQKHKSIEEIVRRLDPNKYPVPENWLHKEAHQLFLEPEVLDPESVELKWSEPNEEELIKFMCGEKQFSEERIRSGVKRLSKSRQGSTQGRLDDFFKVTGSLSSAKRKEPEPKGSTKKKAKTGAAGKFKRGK
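Steps: FEN1 (10 nM) dispensed; compound added by pin tool; 15 min at room temperature; substrate added to 50 nM final; reads at 0 min and 15 min; data normalized and fitted (four-parameter Hill).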
GCN5L2 inh: GCN5L2 (KAT2A) acetyltransferase inhibition. GCN5L2 HAT assay, ThioGlo1 CoA-SH fluorescence. Potency, µM (series often up to 58.9 µM), for inactives: top-dose activity change, negative = inhibition, most hits filed as inhibitors. actives 0.21% (n = 390,000). AID 504327
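GCN5L2 (20 nM) in 50mM HEPES pH 7.5, 0.1mM EDTA, 0.01% Tween-20 preincubated 15 min with compounds at room temperature. Reaction started with H3(1-25) 75uM, acetyl-CoA 70uM, ThioGlo1 50uM; CoA-thiol fluorescence (Ex340/Em540) read at 0 and 20 min.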
N370S GC mod: N370S glucocerebrosidase modulation, Gaucher chaperone candidate; P04062; N370S GC spleen homogenate, 4MU-glucoside fluorescence; Potency, µM (highest dose often 59.4 µM), inactives show top-dose activity change, negative = inhibition, hits mostly inhibitors; actives 0.092% (n = 330,000);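 further: 0% = full enzyme activity and -100% = no enzyme basal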
The depositor's hits bear a star; u = inconclusive; x = not tested or not shown; & = joins results of further samples; [ ] = remark or other dose. The call rests on the fitted dose curve; in most records, active means well fitted curve in the direction sought with a large enough effect; inconclusive means small, poorly fitted or top-dose-only effect, or another doubt; inactive means no such curve, though single readings can be large; an effect the other way counts as inactive or inconclusive. Unless noted, on the % scale 0 is the no-effect control and ±100 the full control effect; potency means the concentration at half of the fitted maximal effect.

| structure | FEN1 inh | GCN5L2 inh | N370S GC mod |
| --- | --- | --- | --- |
| O=C(NCCCn1ccnc1)c1ccc2ccccc2c1 | 7.9% | -7.8% | -12.6% |
| CC1CC1C(=O)OCC(=O)Nc1ccc(Cl)cn1 (stereo not drawn) | 3.9% | -0.2% | x |
| O=C(COC(=O)c1cc2ccccc2cc1O)NC1CCCCC1 | 17.6% | -0.5% | x |
| CN(C(=S)NC1CCCCC1)C1(c2ccccc2Cl)CCCCC1=O (stereo not drawn) | -23.1% | -3.5% | -2.2% |
| O=C(CCn1cnnn1)Nc1ccccc1 | -3.9%&12.3% | -2.8%&-4.2% | -3.9% |
| Cn1c(=O)c2c(nc(Br)n2CCCc2ccccc2)n(C)c1=O | -9.3% | -2.4% | 1.2% |
| Cc1ccc(/C=N/NC(=O)CSc2nc3ccccc3o2)cc1 | -5.7% | -2.5% | 0.8% |
| CC1(C)NC(=O)N(CCCCOc2ccc(Cl)cc2C=O)C1=O | 6.8% | 1.6% | -0.5% |
| COc1cc(O)c2c(c1)oc(=O)c1c3cc(O)c(O)cc3oc21 | x | u | -23.1%&-7.3% |
| COc1ccc(CNC(=O)CN(Cc2ccc(C)cc2)C(=O)c2csnn2)cc1 | -2.8% | 2.6% | -2.1% |
| COc1ccc(-c2noc(CSc3nc4ccccc4[nH]3)n2)cc1 | -1.0% | 1.6% | x |
| O=C(NCCC1CCCCN1S(=O)(=O)c1ccc(F)cc1)C(=O)Nc1ccccc1F (stereo not drawn) | -22.6% | -7.2% | -9.9% |
| CCN(C(=O)c1cccc(Br)c1)C1CCS(=O)(=O)C1 (stereo not drawn) | -4.6% | -3.0% | -32.2% |
| C#CCNC(=O)C1=C[C@H](c2ccc3c(c2)OCO3)C[C@H](OCc2ccc(CO)cc2)O1 | 13.4% | 3.6% | 6.1% |
| CC(C)c1ccccc1NC(=S)NCC1(N(C)C)CCCCC1 | -4.8% | 4.2% | -11.6% |
| Fc1ccc(N=c2ssnc2Cl)c(F)c1 | u | 7.94µM* | 0.3% |
| COc1ccc(C(=O)NC(C)c2nc3ccccc3[nH]2)cc1OC (stereo not drawn) | 5.1% | -3.3% | -15.6% |
| O=C(CCn1ccc2cc(S(=O)(=O)N3CCCC3)ccc21)NCc1cccc(Br)c1 | 4.9% | -15.5% | x |
| CC(C)CC(=O)O/N=C1\C(=O)N(Cc2ccc(Cl)cc2)c2ccc([N+](=O)[O-])cc21 | x | -6.2% | -9.3% |
| COc1cc(OC)cc(C(=O)NCCCn2ccnc2)c1 | 24.5% | -0.1% | -4.7% |
| NC(=O)CC(NC(=O)c1ccccc1)c1ccc(N2CCN(c3ccccc3)CC2)c([N+](=O)[O-])c1 (stereo not drawn) | 13.8% | 4.4% | -5.3% |
| CN1CCN(S(=O)(=O)c2cccc(C(=O)N(c3ccccn3)C3CCCCC3)c2)CC1 | -9.5% | -0.2% | 7.7%[2.35 µM] |
| CC(=O)OCC(=O)[C@@]1(O)CCC2C3CCC4=CC(=O)CC[C@]4(C)C3C(=O)C[C@]21C (stereo partly drawn) | x | 22.0% | 12.0% |
| C/C(CC(=O)NCc1ccco1)=N\NC(=O)Cc1ccccc1 | 2.2% | 54.5%[activator] | 1.1% |
| Cc1noc(C)c1CSCC(=O)N1CCN(c2ccc(F)cc2)CC1 | 1.1% | -1.7% | -2.4% |
| Cc1cc(C)cc(NC(=O)c2cn3c4c(ccc(Cl)c4c2=O)OC(C)C3)c1 (stereo not drawn) | 0.8% | -10.5% | x |
| O=C(NC1=NCCS1)c1sc2ccccc2c1Cl | -7.7% | u | 9.1% |
| NC(=O)c1ccc(NC(=O)Cn2c(=O)n(-c3ccccc3)c(=O)c3oc4ccccc4c32)cc1 | -8.7% | -5.0% | -0.3% |
| O=C(NCCCN1CCc2ccccc2C1)Nc1ccc(Br)cc1 | -7.9% | -7.3% | -17.6% |
| Cc1ccc(C)c2[nH]c(=O)c(CN(CCN3CCCC3)C(=O)Nc3ccc(F)cc3)cc12 | -5.9% | -7.2% | -9.3% |

The list goes on; it opens with the three that closed the last part.
| structure | FEN1 inh | GCN5L2 inh | N370S GC mod |
| --- | --- | --- | --- |
| NC(=O)c1ccc(NC(=O)Cn2c(=O)n(-c3ccccc3)c(=O)c3oc4ccccc4c32)cc1 | -8.7% | -5.0% | -0.3% |
| O=C(NCCCN1CCc2ccccc2C1)Nc1ccc(Br)cc1 | -7.9% | -7.3% | -17.6% |
| Cc1ccc(C)c2[nH]c(=O)c(CN(CCN3CCCC3)C(=O)Nc3ccc(F)cc3)cc12 | -5.9% | -7.2% | -9.3% |
| Cc1ccc(S(=O)(=O)c2nnn3c2nc(NCCCN2CCCC2=O)c2ccccc23)cc1C | 3.6% | -0.6% | 1.6% |
| Cc1cc(C)c2c(SC(C)C)nc(N)nc2n1 | -1.3% | 13.4% | u |
| CCC(C)Sc1nc2c([nH]c3ccccc32)c(=O)n1C (stereo not drawn) | 0.0%&10.1% | -0.6%&-3.1% | 14.3% |
| O=C(Cn1nnc(-c2cccc(C(F)(F)F)c2)n1)NCc1ccc(F)cc1 | -0.8% | 2.4% | x |
| CCc1ccc(NC(=S)N(CCN2CCOCC2)Cc2ccccc2F)cc1 | -3.6% | 0.1% | -21.1% |
| Cc1c(C(=O)OCC(=O)Nc2c(C)n(C)n(-c3ccccc3)c2=O)oc2ccccc12 | 11.7% | -2.3% | -9.0% |
| O=C(C1CCN(S(=O)(=O)c2ccc(Br)s2)CC1)N1CCN(c2cccc(C(F)(F)F)c2)CC1 | 1.5% | -14.1% | x |
| CN(CCO)S(=O)(=O)c1ccc2c(c1)C(=NN)c1cc(S(=O)(=O)N(C)CCO)ccc1-2 | -3.7% | -2.9% | u |
| COc1ccccc1-c1sc2ccccc2c1-c1ccc(O)cc1 | -28.3% | -6.8% | x |
| CCn1c(COc2ccccc2C)nnc1SCC(=O)NCc1ccccc1 | -7.3% | -2.8% | -5.3% |
| Cc1cc(C)n(S(=O)(=O)/C=C/c2ccccc2)n1 | -3.9% | -3.9% | 8.1% |
| O=C(Nc1ccc(F)cc1)C1CCN(S(=O)(=O)c2cccs2)CC1 | 10.0% | -3.6% | 29.2% |
| CC[C@H](CC[C@@H](C)C1CC[C@H]2[C@@H]3CC=C4C[C@@H](O)CC[C@]4(C)[C@H]3CC[C@]12C)C(C)C (stereo partly drawn) | x | 9.6%[0.501 µM] | -2.3% |
| Cc1ccc(-c2nn(-c3cccc(F)c3)cc2CNCCc2ccncc2)o1 | 5.7% | -16.0% | -17.5% |
| COCCNC(=O)c1cc2oc3ccccc3c2n1C | -13.0% | -4.9% | 2.1% |
| Cc1nn(CCOc2cccc(Br)c2)c(C)c1[N+](=O)[O-] | -4.1% | 1.8% | 9.3% |
| COc1ccc(-n2c(SCC(=O)Nc3ccccc3)nc3c(c2=O)SCC3)cc1 | -4.9% | -14.5% | 2.4% |
| C[C@@H]1NS(=O)(=O)[C@H]2C[C@@H]3C=C[C@]2(O3)[C@H]1OC(=O)c1ccccc1Br | -6.3%&-10.7% | -3.9% | x |
| O=C(Nc1ccccc1SCC1CSc2nc3ccccc3c(=O)n21)c1ccccc1Cl (stereo not drawn) | 8.2% | -17.7% | 6.6% |
| Cc1cc(S(=O)(=O)Nc2cccc(C(=O)O)c2)c(C)c(S(=O)(=O)c2ccccc2)c1 | -13.4% | -15.8% | x |
| COc1ccc(S(=O)(=O)N2CCCOC2CNC(=O)C(=O)NCc2ccncc2)cc1 (stereo not drawn) | -0.7% | -2.8% | -6.4% |
| Cc1cccc2c(C(=O)Nn3cnnc3)cc(-c3ccccc3Cl)nc12 | 1.8% | 1.9% | -2.1% |
| Cc1cc(C)nc(NS(=O)(=O)c2ccc(NC(=O)C3CC(=O)N(c4ccccc4)C3)cc2)n1 (stereo not drawn) | 4.2% | -1.9% | -1.6% |
| CC(=O)Oc1ccc(N(C(C)=O)S(=O)(=O)c2cccs2)c2ccccc12 | 3.0% | -0.9% | -1.2% |
| CC(=O)Nc1ccc(S(=O)(=O)C(C#N)c2nc3ccccc3nc2NCCN2CCOCC2)cc1 (stereo not drawn) | 2.0% | -19.0% | 11.7% |
| Cc1cccc(NC(=O)c2sc3nc4c(cc3c2N)CN(C(C)C)CC4)c1 | -34.4% | -12.1% | x |
| O=c1c(S(=O)(=O)c2ccc(Cl)cc2)cn(Cc2ccc(F)cc2)c2ccc(F)cc12 | 17.3% | 0.9% | x |
| C=C1CCC(OC(C)=O)C2(C)CCC3C(C)C(=O)OC3C12O (stereo not drawn) | -16.2% | 1.0% | -5.1% |
| S=c1nc(SCc2ccccc2)[nH]c2ccccc12 | -8.8% | -6.7% | -8.3% |
| CCN(CC)C(=O)c1sc(N)c(C(=O)OC(C)C)c1C | 2.1% | -2.5% | -0.2% |

The list continues.
| structure | FEN1 inh | GCN5L2 inh | N370S GC mod |
| --- | --- | --- | --- |
| COc1ccc(NC2=NC(=S)N(c3ccc(C)cc3)C23CCCCC3)cc1 | -14.7% | -4.3% | -1.6% |
| CCCNC(=O)c1ccc(N2CCC3(CC2)CC(c2cccc(Br)c2)=NO3)c([N+](=O)[O-])c1 | -1.3% | -6.2% | -5.9% |
| CC(=O)c1cccc(NC(=O)Cn2nc(C(F)(F)F)c3c2CCC3)c1 | -2.6% | 3.0% | x |
| COc1ccc(C(=O)Nc2nnc(S(=O)(=O)N3CCC(C)CC3)s2)cc1OC | -15.3%&7.6% | -2.3%&-6.2% | -1.9% |
| CCOC(=O)CSc1ccc(C(=O)N2CCN(C)CC2)cc1[N+](=O)[O-] | 6.0% | -1.2% | 8.4% |
| CCOC(=O)N1CCN(CC(=O)c2ccc(O)c(C)c2O)CC1 | 23.0% | -6.9% | -3.3% |
| CCOc1ccc(-c2[nH]ncc2-c2ccc(OC)c(OC)c2)c(O)c1 | 4.8% | -8.7% | u |
| CCN(CC)S(=O)(=O)c1ccc2c(c1)nc(CCC(=O)Nc1ccc3c(c1)OCO3)n2C | 1.3% | -7.9% | 4.4% |
| Cc1ccccc1-c1nnc(SCC(=O)NCC2CCCO2)o1 (stereo not drawn) | 7.3% | -0.3% | x |
| O=C1CCN(Cc2ccccc2)S(=O)(=O)c2ccc(C(F)(F)F)cc21 | u | -5.7% | x |
| CNS(=O)(=O)c1cccc(C(=O)Nc2cccnc2)c1 | 2.8% | -2.7% | -18.8% |
| CCOc1ccc(C(=O)Nc2ccc3c(c2)C(=O)NC3=O)cc1 | 12.9% | -1.6% | 1.8% |
| C=C1C(=O)[C@@]23[C@H](O)C[C@@H]4C(C)(C)CC[C@H](O)[C@@]4(C)[C@@H]2CC[C@@H]1[C@H]3O | 10.5% | -0.1% | 11.2% |
| CCOc1ccc(-n2c(C)c(C(C)=O)c3cc(O)ccc32)cc1 | -3.3% | -5.2% | -5.4% |
| Cc1nn(-c2ccccc2)c(/N=C/c2ccc(O)cc2)c1-c1ccccc1 | -4.5% | 22.4% | -24.9% |
| Cc1ccc(-c2noc(CNC(=O)COc3ccccc3C)n2)cc1 | 7.3% | u | -6.9% |

Record cards, from the list above. Values in the order: FEN1 inh | GCN5L2 inh | N370S GC mod
O=C1CCN(Cc2ccccc2)S(=O)(=O)c2ccc(C(F)(F)F)cc21 as listed: u | -5.7% | x
CCN(CC)S(=O)(=O)c1ccc2c(c1)nc(CCC(=O)Nc1ccc3c(c1)OCO3)n2C as listed: 1.3% | -7.9% | 4.4%
CNS(=O)(=O)c1cccc(C(=O)Nc2cccnc2)c1 as listed: 2.8% | -2.7% | -18.8%
CCOc1ccc(-n2c(C)c(C(C)=O)c3cc(O)ccc32)cc1 as listed: -3.3% | -5.2% | -5.4%
CCOc1ccc(C(=O)Nc2ccc3c(c2)C(=O)NC3=O)cc1 as listed: 12.9% | -1.6% | 1.8%

An excerpt (hit frequency here may not be typical).
